# From PubChem BioAssay
# ATXN viability – reduces viability in counter-screen for ATXN expression inhibitors | Potency, µM (doses to about 56.7 µM), usual class: cytotoxic | hit rate 0.49% among 400,000 | S2 cells (HEK-293 line with an ATXN2-luciferase reporter) viability, CellTiter-Fluor protease fluorescence, 24 h; further: potency means the concentration at half of the fitted maximal effect; nearly all actives have a fitted effect of over 40% in size
# Nrf2 inh – blocks Nrf2 signaling | A549 ARE-Fluc reporter, luciferase luminescence, 18-24 h | Potency, µM (titrated, usually from 46 µM), inactives show at the top dose activity change, negative = inhibition, most hits filed as inhibitors | hit rate 2.1% among 360,000; further: potency means the concentration at half of the fitted maximal effect; on the % scale 0 is the no-effect control and ±100 the full control effect; nearly all actives have a fitted effect of over 60% in size
#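 Nrf2 activity is the BugLite luminescence, read 15 min after reagent at room temperature, following CellTiter-Fluor cytotoxicity readout (30 min, 37C). Compound titrations were applied for 18-24 h to 5000 A549 ARE_Fluc cells/well in 5% FBS OPTI-MEM.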
# ATXN2 expr inh – reduces ATXN2 reporter expression in HEK-293 cells | HEK-293 ATXN2-luciferase reporter, luminescence, 24 h | Potency, µM (titrated, usually from 57 µM), for inactives: at the highest dose activity change, negative = inhibition, most hits filed as inhibitors | hit rate 0.72% among 360,000; further: potency means the concentration at half of the fitted maximal effect; on the % scale 0 is the no-effect control and ±100 the full control effect; nearly all actives have a fitted effect of over 55% in size
#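 qHTS (up to 57 uM final) was run with 24 h compound exposure of reporter cells at 37 °C. Each well was multiplexed: SteadyGlo luminescence measured ATXN2-luciferase expression after a fluorogenic Gly-Phe-AFC viability readout (25 uM final).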
# HepG2 viability – counter-screen for TGF-b inhibitors: cytotoxicity in HepG2 cells. hit rate 0.76% among 410,000. HepG2 CAGA-GFP viability, ATP luminescence, 18 h. Potency, µM (series often up to 46.1 µM), without a hit: at the highest dose activity change, negative = cytotoxicity, actives largely listed as cytotoxic; further: potency means the concentration at half of the fitted maximal effect; some results filed as inactive show a strong effect at the top dose
#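 HepG2 CAGA-GFP cells (1000/well, DMEM with 1% FBS) received compound, then TGF-beta at 500 pg/mL final, and were incubated 18 hours at 37 degrees C. Viability was read by CellTiter-Glo luminescence. Media-only wells were set as complete cell-killing and DMSO as no toxicity.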
# IL-2 act – activators of IL-2 | activation, % (series mostly up to about 46 µM) | hit rate 0.065% among 360,000 | IL-2 activation reporter assay, cell-based qHTS; stimulated with anti-CD3/CD4/CD28 beads; in transgenic mouse T cells; in the data active means activation above about 50%; inconclusive means mostly about 30% to 49%; further: 0% is about no effect
#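 Screening format: compound pinned onto unstimulated transgenic mouse T cells, 60 min incubation, then anti-CD3/anti-CD4/anti-CD28 bead stimulation for 18 hours at 37 degrees C, followed by EGFP and DsRed detection.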
# Nrf2 ARE act – Nrf2 pathway activation; Potency, µM (titrated, usually from 46.1 µM), for the others: at the top dose activation, most hits filed as activators; AREc32 ARE-luciferase reporter (MCF7-derived line), luminescence, 24 h; hit rate 0.31% among 410,000; further: potency means the concentration at half of the fitted maximal effect; % of control where 0% means no effect; nearly all actives have a fitted effect of over 65% in size
#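 Luciferase luminescence (Steady-Glo, 30 min at room temperature) served as the read-out of ARE activation in AREc32 cells treated with compounds for 24 hr at 37 deg C.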
# TGFb inhibitor – inhibitors of TGF-b signaling | Potency, µM (doses to about 46.1 µM), inactives show top-dose activity, negative = inhibition, usual class: inhibitors | HepG2 CAGA-GFP TGF-b/SMAD3 reporter, GFP fluorescence, 18 h; TGF-beta stimulated, 500 pg/mL final | hit rate 1.2% among 410,000; further: potency means the concentration at half of the fitted maximal effect; on the % scale 0 is the no-effect control and ±100 the full control effect; nearly all actives have a fitted effect of over 65% in size
#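 Per well, imaged GFP fluorescence of HEPG2 CAGA-GFP cells gives the signal; cells get compound, then TGF-beta (500 pg/mL final), 18 h at 37 degrees C; %Activity versus -TGF-beta and +DMSO controls.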
# A549 viability – kills or reduces viability of A549 cells in Nrf2 counter-screen. hit rate 0.16% among 390,000. AID 504648. A549 ARE-Fluc cells, CellTiter-Fluor viability, 18-24 h. Potency, µM (highest dose often 46 µM), for inactives: at the top dose activity change, negative = cytotoxicity, most hits filed as inhibitors; further: potency means the concentration at half of the fitted maximal effect; on the % scale 0 is the no-effect control and ±100 the full control effect
#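 A549 ARE-Fluc cells in 5% FBS OPTI-MEM, 5000 cells/well, rested 2 h then exposed to compounds in concentration-response for 18-24 h at 37 °C. Viability by CellTiter-Fluor fluorescence (Ex 405/Em 525) after 30 min; luciferase luminescence (BugLite, 15 min, RT) read afterwards.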
# EPAC2 ag – agonists of human EPAC2 (RAPGEF4); Q8WZA2; EPAC2 activation, biochemical qHTS; response scale: 100% = 6.5 mM cAMP response; Potency, µM (highest dose often 154 µM), for the others: top-dose activation, actives largely listed as activators; hit rate 0.079% among 360,000; AID 720711; further: potency means the concentration at half of the fitted maximal effect; nearly all actives have a fitted effect of over 50% in size
# Target sequence (Q8WZA2 whole entry, looked up): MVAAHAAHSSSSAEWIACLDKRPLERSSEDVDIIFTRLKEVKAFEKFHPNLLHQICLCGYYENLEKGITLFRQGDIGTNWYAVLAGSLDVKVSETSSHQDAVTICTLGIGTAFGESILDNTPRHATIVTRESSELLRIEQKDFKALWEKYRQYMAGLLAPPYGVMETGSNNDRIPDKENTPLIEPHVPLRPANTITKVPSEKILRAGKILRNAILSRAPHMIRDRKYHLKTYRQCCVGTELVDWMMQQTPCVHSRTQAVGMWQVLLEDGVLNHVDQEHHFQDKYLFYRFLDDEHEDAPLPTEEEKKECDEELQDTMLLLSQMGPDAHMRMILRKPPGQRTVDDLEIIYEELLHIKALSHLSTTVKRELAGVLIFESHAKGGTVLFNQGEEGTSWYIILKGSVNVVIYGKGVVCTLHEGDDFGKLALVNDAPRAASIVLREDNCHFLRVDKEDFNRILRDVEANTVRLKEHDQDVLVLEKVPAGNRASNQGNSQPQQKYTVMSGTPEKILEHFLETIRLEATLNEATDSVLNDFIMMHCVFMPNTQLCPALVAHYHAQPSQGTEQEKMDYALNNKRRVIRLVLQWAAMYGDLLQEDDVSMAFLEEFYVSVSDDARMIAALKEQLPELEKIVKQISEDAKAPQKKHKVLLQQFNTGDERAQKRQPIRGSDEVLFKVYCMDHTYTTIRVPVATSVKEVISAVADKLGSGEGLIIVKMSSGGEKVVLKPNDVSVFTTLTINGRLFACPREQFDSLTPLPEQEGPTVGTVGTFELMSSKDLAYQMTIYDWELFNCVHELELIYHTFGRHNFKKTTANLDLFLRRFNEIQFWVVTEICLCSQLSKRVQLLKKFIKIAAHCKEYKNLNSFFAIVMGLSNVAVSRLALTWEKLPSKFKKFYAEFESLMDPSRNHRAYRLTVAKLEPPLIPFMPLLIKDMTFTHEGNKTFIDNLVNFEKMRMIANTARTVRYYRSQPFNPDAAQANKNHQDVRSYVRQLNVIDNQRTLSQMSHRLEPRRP
#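 EPAC2 (100 nM) mixed with Rap1B loaded with BODIPY-GDP (250 nM) plus 50 uM unlabeled GDP; compounds pinned in, 5 min RT, then read every 5 min for 30 min (ex 480, em 540 nm). Normalized to cAMP control.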
# An asterisk follows results filed as active; i = inactive; ? = inconclusive; / = not tested or not shown; [ ] = remark or other dose. Unless noted, the call rests on the fitted dose curve; in most records, active means well fitted curve in the direction sought with a large enough effect; inconclusive means small, poorly fitted or top-dose-only effect, or another doubt; inactive means no such curve, though single readings can be large; an effect the other way counts as inactive or inconclusive.
SMILES,ATXN viability,Nrf2 inh,ATXN2 expr inh,HepG2 viability,IL-2 act,Nrf2 ARE act,TGFb inhibitor,A549 viability,EPAC2 ag
Cc1ccc(S(=O)(=O)N2CCN(C(=O)NCc3ccc(F)cc3)CC2)c(C)c1,i,-17%,-11%,-4%,-0.6,0.1%,1%,0%,17%
S=c1nc[nH]c2c1cnn2-c1ccccc1,?,13%,/,17%,2.2,0.7%,33%[activator],2%,5%
CC(CNC(=O)CN1C(=O)NC2(CCOc3ccccc32)C1=O)c1ccccc1 (stereo not drawn),i,3%,2%,1%,1.4,-0.7%,0%,0%,6%
CCOC(=O)CN(C(=O)CNC(=O)c1ccco1)C(C(=O)NC1CCCCC1)c1cccnc1 (stereo not drawn),i,-28%,5%,11%,-0.2,0.0%,3%,-15%,3%
CC(C)c1cc(C(=O)N2CCCC(Nc3ccc(F)c(F)c3)C2)nc(N)n1 (stereo not drawn),i,?,-2%,-23%,-0.7,-0.4%,2%,1%,14%
COc1ccc(C(=O)COC(=O)CN2C(=O)C3CC=CCC3C2=O)c(OC)c1 (stereo not drawn),i,1%,/,-4%,-0.1,0.3%,5%,7%,6%
CN(C)C(=O)C1=NOC2(C1)C(=O)Nc1ccccc12 (stereo not drawn),i,/,9%,/,-0.7,-1.6%,/,/,4%
Cc1ccc(N=C2NC(=O)/C(=C/c3cccs3)S2)cc1C,i,-18%,24%,-31%,-0.2,2.7%,0%,-12%,11%
CCOC(=O)c1c(-c2ccc(OC)cc2)csc1NC(=O)CCN1CCOCC1,i,-5%,-23%,-11%,-3.4,?,-3%,4%,11%
O=C(CC(c1ccc(F)cc1)c1ccco1)N1CCOCC1 (stereo not drawn),i,8%,2%,3%,-2.6,0.1%,-1%,1%,1%
Cc1nc(C(=O)N2CCC(n3nccc3NC(=O)Nc3ccccc3Cl)CC2)cs1,i,5%,1%,10%,-1.0,-0.9%,15%,14%,3%
CSc1ccc(CCNC(=O)c2ccc3c(Cl)c4c(nc3c2)CCCC4)cc1,i,-21%,7%,-5%,/,-1.1%,?,?,/
CCCCC(C(=O)NC(=O)NCc1ccccc1)N1C(=O)c2ccccc2C1=O (stereo not drawn),i,16%,6%,-31%,0.1,0.3%,0%,-6%,-21%
COc1ccc(NC(=O)CSc2nc(-c3cc(OC)c(OC)c(OC)c3)[nH]c2-c2ccc(F)cc2)cc1,/,?,/,-26%,/,0.5%,0%,?,/
COc1cc(NS(=O)(=O)c2cc3[nH]c(=O)c(=O)[nH]c3cc2C)cc(OC)c1OC,i,6%,-5%,1%,1.7,-0.5%,20%,8%,8%
CC(=O)Nc1nonc1-c1nnc(SCC(=O)Nc2cc(Cl)ccc2C)n1C,i,17%,8%,-15%,/,-1.9%,2%,3%,/
CCCC12CN3CC(CCC)(CN(C1)C3c1ccc(OC(C)C)cc1)C2=O (stereo not drawn),i,-5%,3%,-20%,/,-0.6%,-2%,-2%,/
Cc1ccc(C(OC(=O)c2ccco2)C(=O)NCc2cccs2)cc1 (stereo not drawn),i,10%,-8%,1%,-1.8,-0.3%,4%,8%,0%
Cc1ccc(-c2cc(C(=O)OCC(=O)N(C)c3c(N)n(Cc4ccccc4)c(=O)[nH]c3=O)c3ccccc3n2)o1,i,3%,-1%,-26%,0.2,4.2%,-11%,0%,-8%
CCOc1ccc(N(CC(=O)NCc2ccccc2Cl)S(=O)(=O)c2c(C)noc2C)cc1,i,-14%,-1%,-12%,-1.0,0.0%,-21%,3%,5%

# Overlap with the part before: 2 compounds, then new ones.
SMILES,ATXN viability,Nrf2 inh,ATXN2 expr inh,HepG2 viability,IL-2 act,Nrf2 ARE act,TGFb inhibitor,A549 viability,EPAC2 ag
Cc1ccc(-c2cc(C(=O)OCC(=O)N(C)c3c(N)n(Cc4ccccc4)c(=O)[nH]c3=O)c3ccccc3n2)o1,i,3%,-1%,-26%,0.2,4.2%,-11%,0%,-8%
CCOc1ccc(N(CC(=O)NCc2ccccc2Cl)S(=O)(=O)c2c(C)noc2C)cc1,i,-14%,-1%,-12%,-1.0,0.0%,-21%,3%,5%
Cc1ccc(S(=O)(=O)N2CCCC(NC(=O)N3CCN(c4ccccc4)CC3)C2)cc1 (stereo not drawn),i,?,-20%,-8%,-1.8,0.3%,-2%,-5%,-6%
COc1ccc(-n2cnnc2SCC(=O)NCc2cccs2)cc1,i,-11%,-1%,-12%,0.1,-0.7%,-2%,-3%,-1%
S=C(NNc1ccnc2cc(Cl)ccc12)Nc1ccc(Cl)cc1Cl,?,?,/,-19%,1.8,7.9%,?,?,8%
CCOC(=O)c1cccc(NC(=O)CSc2nc3ccccc3c(=O)n2CCOC)c1,?,?,-23%,2%,-2.0,-0.3%,5%,?,-4%
COC(=O)c1ccc2nc(-c3ccc(C)cc3)c(Cc3ccccc3OC)n2c1,i,/,12%,-1%,0.0,4.2%,-20%,/,-16%
O=C(Nc1ccc(O)cc1)c1cc(S(=O)(=O)N2CCCC2)ccc1Cl,i,?,-16%,9%,0.1,2.8%,19%,2%,0%
Cc1nn(CC(=O)O)c(C)c1[N+](=O)[O-],i,11%,0%,4%,-0.4,0.4%,3%,3%,8%
Cc1ccc(N2CCN(C(=O)c3cccn4c(=O)c5ccc(Cl)cc5nc34)CC2C)cc1 (stereo not drawn),i,/,10%,1%,/,-0.1%,4%,7%,/
O=C(O)c1cccc(NC(=O)c2cccc(S(=O)(=O)Nc3cccc(F)c3)c2)c1,i,?,3%,7%,/,4.2%,13%,2%,/
C=CCSc1nnc2c(n1)OC=Nc1ccc(Br)cc1-2,i,13%,1%,4%,0.6,2.3%,-1%,-3%,5%
CC(C)(C)n1nnnc1CN1CCSCC1,i,-12%,-9%,-21%,1.2,0.1%,43%[activator],-2%,11%
Cc1cccc(OCCCC(=O)Nc2sc3c(c2C(N)=O)CCC(C)C3)c1 (stereo not drawn),i,-16%,3%,-20%,/,1.9%,0%,0%,/
CCSc1nnc(NC(=O)CSc2nnc(CNC(=O)c3ccc(OC)cc3)o2)s1,i,?,-29%,-12%,-0.7,-0.2%,-28%,-2%,11%
CC(=O)C1CCC2C3CCC4CC(=O)CCC4(C)C3C(C)(O)CC12C (stereo not drawn),?,-9%,-3%,-5%,-0.3,-0.1%,21%,-8%,13%
COc1ccc(OC)c(CNC(=O)c2ccc(C)c(NC(=O)C3=C(C)OCCS3)c2)c1,i,-3%,-13%,-2%,-0.9,-0.6%,-24%,0%,-6%
Cc1ccc(OCc2ccc(C(=O)Nc3nc4ccccc4n3Cc3ccccc3)o2)c([N+](=O)[O-])c1,i,-11%,-8%,-10%,-0.5,0.9%,1%,7%,4%
COc1ccc(C2C(C(=O)N3CCCCC3)CC(=O)N2c2ccc(OC)cc2)cc1 (stereo not drawn),i,1%,1%,-1%,3.7,-0.1%,0%,-1%,2%
Cc1ccc(S(=O)(=O)N(CC(=O)NCC2CCCO2)Cc2ccc(F)cc2)cc1 (stereo not drawn),i,11%,-2%,0%,-3.0,-0.4%,-6%,1%,19%
C=C1C(=O)O[C@@H]2[C@H]1[C@@H](OC(=O)/C(C)=C/C)C/C(C)=C\C(=O)/C=C(\C)[C@@H]2O,10µM*,21µM*,6.3µM*,11µM*,-0.9,?,7.1µM*,?,1%
Cc1ccccc1OCC(=O)NCC(=O)OCC(=O)c1ccc(F)cc1,/,-20%,/,-45%,/,/,?,0%,/
CCOc1ccc(S(=O)(=O)N2CCCC(C(=O)Nc3ccccc3)C2)cc1 (stereo not drawn),i,-22%,-17%,1%,-1.4,0.7%,17%,-1%,9%
Cc1ccc(CN2CCC[C@]3(N[C@H](c4ccccc4)[C@@H]4C(=O)N(Cc5ccccc5)C(=O)[C@@H]43)C2=O)cc1,?,/,-11%,-41%,-5.5,-1.2%,-7%,/,20%
O=C(NC1CCCCCC1)C1CCC(=O)N(Cc2ccccc2F)C1 (stereo not drawn),i,?,14%,0%,-0.8,0.5%,14%,11%,7%
COc1ccc(-c2csc(C(NC(C)=O)c3ccccc3)n2)cn1 (stereo not drawn),i,/,12%,-5%,2.5,0.0%,0%,/,15%
COC(=O)c1ccsc1NC(=O)C1=COCCO1,i,-3%,-8%,-2%,0.9,2.0%,-3%,0%,4%
O=C(CCl)N1CCN(S(=O)(=O)c2ccc3c(c2)OCCCO3)CC1,i,6%,-29%,-101%,-0.3,-2.4%,?,-1%,10%
CC(C)NC(=O)c1cnc(N2CCN(c3ccccn3)CC2)c2ccccc12,i,?,-15%,-12%,-1.2,0.1%,15%,-8%,6%
CC1CC2(CC(CN(C3CCCCC3)C3CCCCC3)OC2=O)C(=O)O1 (stereo not drawn),i,/,5%,-10%,0.7,0.3%,16%,/,7%
CCOC(=O)c1csc(-n2nc(C)cc2C(F)(F)F)n1,i,14%,16%,-4%,-2.8,2.3%,1%,-3%,-9%
Cc1ccc(CCN2CC(C(=O)NCCN(C)C)CC2=O)cc1 (stereo not drawn),i,-1%,-22%,-1%,-0.5,-0.1%,-4%,11%,2%
O=C(C[n+]1ccccc1)N1CCCc2ccccc21,i,5%,/,14%,-1.2,-0.3%,6%,0%,4%
S=C(Nc1ccc(Cl)c(Cl)c1)NC1CCN(Cc2ccccc2)CC1,/,?,?,11µM*,-0.5,-2.4%,?,?,1%
CC(CNc1ccc(Cl)cc1)(CNc1ccc(Cl)cc1)[N+](=O)[O-],i,1%,-19%,-15%,-0.4,5.0%,?,-6%,8%
CC1(C)CC(CCNS(=O)(=O)c2ccccc2)(c2ccccc2)CCO1 (stereo not drawn),i,-18%,0%,10%,-1.7,-0.4%,-24%,0%,12%
